# Screens from PubChem BioAssay.
# TNF death inh: inhibitors of TNF-alpha induced necroptosis in Jurkat FADD-/- cells; Jurkat FADD-/- TNF necroptosis rescue, ATP luminescence, 24 h; 0 = TNF only, 100 = no-TNF cells; activation (protection from cell death), % at 10 µM; 220,000 tested, 0.068% active;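 active = activation, meaning protection from cell death, of at least 50% relative to plate controls; inactive = activation below 50%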;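 note: necroptosis triggered by 40 ng/mL TNF-alpha added together with compound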
# FXIIa inh: inhibitors of human coagulation factor XIIa; P00748; purified FXIIa, Boc-QGR-AMC fluorogenic substrate, 2 h; inhibition, % at 5 µM; 220,000 tested, 0.3% active; AID 800; in the data active = inhibition above about 40%;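 note: 0% = enzyme with no compound and 100% = blank without enzyme; many of its hits are not listed in these tables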
# KCC2 mod: KCC2 (human) Cl- transport modulation | KCC2 cells, thallium flux FluoZin-2 fluorescence | B-score of Tl+ flux slope (higher = more flux/activation; lower = inhibition) at 10 µM | 190,000 tested, 2.2% active | AID 1456;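 active = thallium flux slope and its plate-corrected score both differing from the plate sample mean at a set confidence after two filtering rounds, in either direction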;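 note: slope of fluorescence scaled to starting intensity during 10 to 20 s after thallium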
# Rad51 HR inh: Rad51 (human) homologous recombination inhibition | Q06609 | hRad51 DNA strand exchange, fluorescence dequenching | inhibition, % at 10 µM | 200,000 tested, 0.085% active | AID 1385;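 active = inhibition above 40% at the single screening dose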;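 note: 0% = DMSO control wells and 100% = blanks with heterologous ssDNA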
# Target sequence (Q06609 whole entry, looked up): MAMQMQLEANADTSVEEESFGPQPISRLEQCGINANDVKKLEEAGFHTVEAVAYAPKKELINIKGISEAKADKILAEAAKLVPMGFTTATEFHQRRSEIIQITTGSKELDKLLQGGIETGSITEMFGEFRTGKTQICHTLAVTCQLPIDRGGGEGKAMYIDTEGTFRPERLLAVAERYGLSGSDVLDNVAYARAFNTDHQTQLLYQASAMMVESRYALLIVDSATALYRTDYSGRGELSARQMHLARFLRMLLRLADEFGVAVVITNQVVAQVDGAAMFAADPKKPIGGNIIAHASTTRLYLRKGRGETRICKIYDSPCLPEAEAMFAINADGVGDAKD
#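 Material: hRad51 filaments on single-stranded DNA; Reagent: Donor/quencher-labelled 47-bp dsDNA substrate; Compound: 10 µM final, single point; Schedule: 37 °C 15-min filament assembly, 30-min compound preincubation, 15-min exchange; Technique: FRET fluorescence, excitation 485 nm, emission 520 nm; Benchmarks: control wells and blank wells on each plate.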
# Hck-Nef inh: inhibitors of human Hck kinase activated by Nef; Recombinant Hck-YEEI plus Nef, Z-Lyte FRET kinase assay; 220,000 tested, 0.68% active; inhibition, % at 20 µM; P08631;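 active = Hck-Nef kinase inhibition above about 50%, limit read from the data; inactive = inhibition below that limit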;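 note: 0% = DMSO with Hck plus Nef and 100% = Hck alone without Nef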
# L929 necroptosis: blocks zVAD induced death of L929 cells | L929 zVAD necroptosis rescue, ATP luminescence, 24 h; with zVAD 60 µM | viability rescue, % at 10 µM | 220,000 tested, 0.38% active | AID 1377;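 active = activation, scaled between plate controls, above about 75%, limit read from the data; inactive = activation under that limit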;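 note: 0% = zVAD with DMSO and 100% = DMSO alone without zVAD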
# FXIa inh 1536: blocks human coagulation factor XIa protease activity; P03951; purified FXIa, Boc-Glu-Ala-Arg-AMC fluorogenic substrate; inhibition, % at 5 µM; 220,000 tested, 0.14% active; AID 798;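 active = inhibition of at least 40%; inactive = inhibition below 40%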;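 note: fluorescence of freed AMC excited at 355 nm; 0% = enzyme without compound and 100% = no enzyme blank; many of its hits are not listed in these tables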
# Target sequence (P03951 19-387 limits assumed): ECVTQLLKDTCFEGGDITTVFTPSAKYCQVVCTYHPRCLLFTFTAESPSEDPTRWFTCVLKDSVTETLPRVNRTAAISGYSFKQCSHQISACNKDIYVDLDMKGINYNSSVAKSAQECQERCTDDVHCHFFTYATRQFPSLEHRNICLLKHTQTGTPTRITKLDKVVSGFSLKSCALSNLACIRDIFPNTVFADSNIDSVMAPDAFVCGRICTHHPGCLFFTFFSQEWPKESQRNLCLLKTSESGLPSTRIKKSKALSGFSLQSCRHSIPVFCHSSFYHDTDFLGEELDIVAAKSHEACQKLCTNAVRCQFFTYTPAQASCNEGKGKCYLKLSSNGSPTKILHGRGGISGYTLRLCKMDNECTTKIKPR
# Target sequence (P03951 388-625 limits assumed): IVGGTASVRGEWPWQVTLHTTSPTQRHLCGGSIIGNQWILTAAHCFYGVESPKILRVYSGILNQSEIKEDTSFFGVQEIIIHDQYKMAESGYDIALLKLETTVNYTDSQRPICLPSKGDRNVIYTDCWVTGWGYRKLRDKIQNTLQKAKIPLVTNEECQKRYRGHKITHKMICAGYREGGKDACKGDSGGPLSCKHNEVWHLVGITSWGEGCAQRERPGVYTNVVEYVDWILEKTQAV
# Thrombin inh: thrombin (human) inhibition | P00734 | alpha-thrombin, Boc-VPR-AMC fluorogenic substrate cleavage | inhibition, % at 5 µM | 220,000 tested, 0.26% active | AID 1046;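 active = inhibition at or above 40%; inactive = inhibition below 40%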;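 note: 0% = enzyme with no compound and 100% = wells without enzyme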
#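 System: human alpha-thrombin protein; Compound dosing: one concentration per compound, 5 µM, with 0.2% DMSO; Timing: reaction at room temperature; Technique: AMC fluorescence, 355/460 nm; Controls: enzyme without compound as high, wells lacking enzyme as low.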
# KLK5 inh: inhibitors of human kallikrein 5. Q9Y337. inhibition, % at 5 µM. 210,000 tested, 0.59% active. recombinant hK5, fluorogenic AMC substrate cleavage;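 active = inhibition of 40% or more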;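 note: 0% = enzyme controls without compound and 100% = no-enzyme blanks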
# Active calls of the source: *; nt = not tested or not shown. The list is partial (hit frequency here may not be typical).
SMILES,TNF death inh,FXIIa inh,KCC2 mod,Rad51 HR inh,Hck-Nef inh,L929 necroptosis,FXIa inh 1536,Thrombin inh,KLK5 inh
Nc1nc(CN2CCN(C(c3ccccc3)c3ccccc3)CC2)nc(Nc2ccccc2)n1,-1.0,8,-0.032,2,14,0.3,1,-3,-5
N#CCC(=O)N/N=C/c1cn(Cc2ccccc2C#N)c2ccccc12,-2.1,7,0.55,13,1,0.1,3,-6,1
COc1ccc2nc(NC(=O)CSc3ccccc3)sc2c1,3.5,14,0.29,-3,-19,0.2,-1,-8,-6
Cc1ccc(N(C)C(=O)N2CCN(S(=O)(=O)c3c(C)cc(C)cc3C)CC2)cc1,1.1,12,-0.42,-3,1,-0.9,1,3,3
CCOc1cc(CNC(CC)CO)ccc1OCC(=O)Nc1cccc(C(F)(F)F)c1 (stereo unspecified),3.2,6,0.98,7,-27,2.7,-7,-7,-3
COc1cc(CC(C#N)(CO)c2nc3ccccc3[nH]2)ccc1OC(F)F (stereo unspecified),2.1,8,1.2,-17,-2,0.6,4,39,25
CCn1nc(C)c(NS(=O)(=O)c2ccc(C)cc2)c1C,4.1,10,-0.87,-10,12,-0.2,2,-2,-10
CCC(=O)N1CCc2cc(S(=O)(=O)NC(C(=O)NCc3ccc(C)cc3)C(C)C)ccc21 (stereo unspecified),-0.4,-3,nt,6,-1,-0.3,-3,-6,6
CCn1c(=O)c(=O)n(CC)c2cc(S(=O)(=O)N3CCc4ccccc43)ccc21,-3.3,12,nt,1,5,-0.9,2,0,1
O=C(Nc1nc(-c2cc(F)ccc2F)cs1)C1=NN(c2ccccc2)C(=O)CC1,-0.4,3,-0.93,0,-24,0.6,-2,-7,3
N#C/C(=C\c1ccc(O)cc1)c1nc2ccccc2o1,0.5,13,-1.1,nt,37,-0.3,5,-6,4
CC(=O)N[C@@H](C)C(=O)N1CCN(S(=O)(=O)c2ccc(Cl)cc2)CC1,-0.6,4,-0.17,-1,1,0.8,1,-1,2
CCOc1ccc(C2CC(=O)N(Nc3ccc([N+](=O)[O-])cc3[N+](=O)[O-])C2=O)cc1 (stereo unspecified),1.4,18,0.82,-11,-9,-0.3,15,45*,21
CC12CCC(C(=O)Nc3ccccc3)(C(Br)C1=O)C2(C)C (stereo unspecified),0.6,12,-0.24,13,5,0.8,10,1,-12
CCOC(=O)N1CCN(c2nnnn2-c2ccccc2)CC1,-1.1,14,0.16,0,-1,-0.1,4,5,-12
CN1CCN(C(=O)CSc2nc3ccc(NC(=O)c4ccccc4F)cc3s2)CC1,2.6,6,0.05,-5,5,3.7,2,1,2
CN(C)CCNC(=O)C(C(=O)c1ccc(F)cc1)n1ccccc1=O (stereo unspecified),-0.5,8,nt,-7,1,0.6,-3,-6,-12
O=C(CSc1ncnc2c1oc1ccccc12)Nc1nccs1,2.5,5,-0.3,nt,79*,-0.3,1,2,-3
Cc1cc(N2CCOCC2)c(F)cc1C(=O)c1ccccc1,-2.0,0,0.47,0,1,-0.2,-6,-4,-2
CC(C)NC(=O)NC(=O)CSc1nnc(-c2ccccc2F)n1N,-1.1,2,-0.48,3,11,2.9,-9,-11,-3
N#CCSCC(=O)Nc1ccc(Cl)cc1,-1.5,3,nt,3,-20,0.8,-2,-7,-8
O=C(NCCCCCCNC(=O)C1CCCC1)C1CCCC1,-1.1,18,2.1,-1,5,-0.1,13,2,-9
CCOC(=O)c1sc(=NC(=O)c2ccc(S(=O)(=O)N(C)c3ccccc3)cc2)n(C)c1C,1.3,2,0.57,24,0,3.8,-4,3,-2
CCOc1ccc(CNC(=S)N/N=C/c2cccnc2)cc1,1.9,12,-0.065,5,3,0.3,9,2,-20
CCCC(C(=O)NCC1CCCO1)N(Cc1ccco1)C(=O)CNS(=O)(=O)c1ccc(F)cc1 (stereo unspecified),-2.7,8,0.011,-10,2,-0.4,5,-4,-5
O=C(Nc1cccc(-c2nc3ccccc3s2)c1)c1cccs1,2.8,3,-0.15,11,2,0.9,1,-5,-11
CCOP(=O)(OCC)c1nc(Cc2ccccc2)oc1NCc1ccccc1,0.4,6,-1.4,-5,4,-0.7,-1,2,-5
CCc1ccc(Nc2nc3ccccc3c(=O)s2)cc1,1.8,14,7.5*,-4,8,-0.1,6,-1,-23
O=C(O)Cn1ccnc1,1.1,4,nt,nt,2,0.6,11,-4,1
CC(C)=CCN1CCN(Cc2cccc3nccnc23)CC1CCO (stereo unspecified),-0.1,9,0.42,nt,3,-0.5,-1,4,nt
Cc1ccccc1-c1ccc(=O)n(CC(=O)Nc2ccc(S(=O)(=O)N(C)C)cc2)n1,2.0,9,-0.72,-1,19,1.8,5,nt,0
CNC(=S)Nc1ccc([N+](=O)[O-])cc1,-0.1,15,0.7,-2,21,-0.7,2,-11,-3
COc1cccc(NC(=O)Cn2c(=O)n(-c3ccccc3)c(=O)c3oc4ccccc4c32)c1,0.8,11,-0.25,2,5,0.7,7,-3,-9
COc1ccc(OC)c(NC(=O)CSc2nnc(-c3ccco3)n2-c2ccc(C(=O)O)cc2)c1,0.0,-1,-0.97,0,0,-1.1,-7,-8,-9
Nn1cc(-c2ccccc2)nc1SCC(=O)NCCN1C(=O)CSC1=O,0.1,-1,0.64,-2,1,0.0,-1,2,-5
Cc1ccc(S(=O)(=O)CC(=O)c2ccc([N+](=O)[O-])cc2)cc1,0.4,7,-0.00021,-2,14,0.0,2,0,0
COc1ccc(C(=O)O/N=C(/c2ccccc2)c2ccncc2)cc1,1.0,9,0.19,-1,-12,0.9,3,-6,-2
O=C(CSc1ccc2nnc(-c3ccncc3)n2n1)Nc1ccc2c(c1)OCO2,-0.9,6,0.97,-2,8,0.1,-5,-5,-6
Cc1ccc2c3c(c(SCC(=O)Nc4nccs4)nc2c1)CCCC3,-1.3,-8,nt,-5,0,-0.1,-9,-3,-10
COc1ccc2nc(SCC(=O)NC(C)(C)C)[nH]c2c1,0.1,0,nt,3,0,0.2,3,0,-10
Cc1nnsc1C(=O)NNS(=O)(=O)c1ccccc1,-0.8,18,nt,-4,0,0.0,4,3,-8
Cc1ccc(NC(=O)c2sc(Cl)nc2-c2ccccc2)cc1C,-1.8,17,-0.031,-4,9,-0.7,1,-1,-4
CCc1nnc(NC(=O)CCC(=O)NC2CCCc3ccccc32)s1 (stereo unspecified),0.3,11,-0.72,-5,2,0.9,4,-6,-17
S=c1[nH]nc(-c2ccncc2)n1/N=C/c1cccc(Cl)c1,2.8,6,1.2,0,14,2.3,-3,-3,-4
Cc1ccccc1NC(=O)c1cnc2ccccn2c1=O,-1.8,2,nt,-1,0,0.6,-6,-3,9
CC1CN(C(=O)c2ccncc2)CC(C)O1 (stereo unspecified),-2.0,11,-1.1,-8,8,-0.3,3,-4,-2
CC(C)COC(=O)Nc1ccccc1C(=O)N1CCOCC1,-1.7,4,-0.016,-1,-1,-0.2,5,2,-10
CCN(CC)c1ccc(NC(=O)c2nc3nc(C)cc(C(F)F)n3n2)cc1,-1.2,11,-0.56,-3,22,8.4,9,22,48*
O=C(OCc1ccc([N+](=O)[O-])cc1)c1ccc2ccccc2n1,1.1,11,-1.3,nt,10,0.7,3,-4,2
Cc1ccc(Cl)cc1NC(=O)N(C)CCO,2.6,2,0.3,9,5,0.8,-6,-4,-2
O=C1c2cccc([N+](=O)[O-])c2C(=O)N1c1c[nH]c(=O)[nH]c1=O,1.6,0,0.39,-3,16,0.9,-2,-7,-6
CC(=O)c1c(C)[nH]c(C(=O)OCC(=O)Nc2cc(S(=O)(=O)N3CCCCC3)ccc2C)c1C,3.5,3,0.41,6,3,1.7,3,-8,-18
COc1ccc(N=C2S/C(=C\c3cc(C)n(C)c3C)C(=O)N2CC(C)C)cc1,-3.6,11,0.038,nt,7,0.3,15,5,13
CCOc1ccc(N2C(=O)S/C(=C\c3cccn3C)C2=O)cc1,-0.3,4,1,7,-3,0.6,2,4,12
CC(C)N1C(=O)/C(=C/c2nc3ccccc3c(=O)n2-c2ccccc2)c2ccccc21,-15,6,0.0061,0,2,0.1,4,5,31
O=C(COc1cccc(NC(=O)c2ccco2)c1)c1ccccc1,0.1,8,-0.075,8,0,2.5,-3,-17,-3
CCNc1nc2c(c(=O)[nH]c(=O)n2C)n1CC(C)C,0.3,16,nt,-5,7,1.8,-5,-5,-4
O=C(CNC(=O)c1ccccc1O)N/N=C/c1ccccn1,1.6,6,-0.21,2,16,1.4,-6,-25,-4
COc1ccccc1Nc1ncc(-c2cccs2)s1,-0.2,13,3.1*,11,1,3.1,3,0,18
COC(=O)c1sc(NC(=S)NC(=O)c2ccc(C)cc2)nc1C,2.5,12,34*,21,12,-0.1,6,-2,27

# Full records from above. Values in the order: TNF death inh | FXIIa inh | KCC2 mod | Rad51 HR inh | Hck-Nef inh | L929 necroptosis | FXIa inh 1536 | Thrombin inh | KLK5 inh
# Record of `CCOc1ccc(N2C(=O)S/C(=C\c3cccn3C)C2=O)cc1` = -0.3 | 4 | 1 | 7 | -3 | 0.6 | 2 | 4 | 12
# Record of `Cc1ccc(Cl)cc1NC(=O)N(C)CCO` = 2.6 | 2 | 0.3 | 9 | 5 | 0.8 | -6 | -4 | -2

# Later entries:
SMILES,TNF death inh,FXIIa inh,KCC2 mod,Rad51 HR inh,Hck-Nef inh,L929 necroptosis,FXIa inh 1536,Thrombin inh,KLK5 inh
N#Cc1ccc(CSc2ncnc3c2cnn3Cc2ccccc2)cc1,-2.8,12,-0.83,-3,1,-0.2,7,-1,-2
CCCCOP(=O)(c1ccc(N(C)C)cc1)C(O)c1ccccc1F (stereo unspecified),-0.5,7,nt,2,9,1.3,2,0,-5
COc1ccc(C(=O)c2ncc(C(F)(F)F)cc2Cl)cc1,-1.0,9,nt,-11,24,0.5,-6,-3,3
CC(C)Cn1c2c(c(=O)[nH]c1=O)C(NS(=O)(=O)c1ccc(Cl)cc1)(C(F)(F)F)C(=O)N2 (stereo unspecified),1.9,2,1.4,15,0,0.6,-1,-1,0
O=C(NCC1CCCO1)C1CCC(=O)N1CCc1ccccc1 (stereo unspecified),1.2,7,nt,-6,1,2.1,-28,-4,4
NC(=S)N/N=C/c1ccc(-c2ccc(Cl)c(Cl)c2)o1,-19,13,2,3,-22,0.3,-12,1,-28
CCOc1ccc(N2C(=O)/C(=C/c3ccccc3)N=C2SC)cc1,1.2,5,1.1,17,19,7.3,3,-14,7
CC(O)(CS(=O)(=O)Cc1ccc(Cl)cc1)C(=O)Nc1cccc(C(F)(F)F)c1 (stereo unspecified),-5.0,14,nt,-4,0,0.7,1,1,-22
O=C(CSc1nc2ccc([N+](=O)[O-])cc2[nH]1)NC1CCCC1,1.8,0,-1.2,-5,-1,27,3,-6,-3

# Some entries already given with just KCC2 mod, L929 necroptosis and FXIIa inh.
SMILES | KCC2 mod | L929 necroptosis | FXIIa inh
CC(O)(CS(=O)(=O)Cc1ccc(Cl)cc1)C(=O)Nc1cccc(C(F)(F)F)c1 (stereo unspecified) | nt | 0.7 | 14
CCOc1ccc(N2C(=O)/C(=C/c3ccccc3)N=C2SC)cc1 | 1.1 | 7.3 | 5
O=C(NCC1CCCO1)C1CCC(=O)N1CCc1ccccc1 (stereo unspecified) | nt | 2.1 | 7
NC(=S)N/N=C/c1ccc(-c2ccc(Cl)c(Cl)c2)o1 | 2 | 0.3 | 13
COc1ccc(C(=O)c2ncc(C(F)(F)F)cc2Cl)cc1 | nt | 0.5 | 9
O=C(CSc1nc2ccc([N+](=O)[O-])cc2[nH]1)NC1CCCC1 | -1.2 | 27 | 0
